FXIa inh 1536: inhibitors of human coagulation factor XIa | P03951 | purified FXIa, Boc-Glu-Ala-Arg-AMC fluorogenic substrate | inhibition, % at 5 µM | 220,000 compounds, 0.14% hits | AID 798;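 active = inhibition of at least 40%; inactive = inhibition below 40%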;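 also: fluorescence of freed AMC excited at 355 nm; 0% = enzyme without compound and 100% = no enzyme blank; many of its hits are not listed in these tables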
TbHK1 inh: blocks Trypanosoma brucei hexokinase 1 activity; recombinant TbHK1, G6PDH-coupled NADH A340; inhibition, % at 10 µM; 220,000 compounds, 0.11% hits; AID 1430;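 active = inhibition of 50% or more in the single-dose primary screen; inactive = inhibition below 50%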
FXIIa inh 1536: factor XIIa (human) inhibition | purified FXIIa, Boc-QGR-AMC fluorogenic substrate, 2 h | AID 800 | inhibition, % at 5 µM | P00748 | 220,000 compounds, 0.3% hits; in the data active = inhibition above about 40%;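 also: 0% = enzyme with no compound and 100% = blank without enzyme; many of its hits are not listed in these tables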
zVAD death inh: blocks zVAD induced death of L929 cells; 220,000 compounds, 0.38% hits; L929 zVAD necroptosis rescue, ATP luminescence, 24 h; with zVAD 60 µM; AID 1377; viability rescue, % at 10 µM;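 active = activation, scaled between plate controls, above about 75%, limit read from the data; inactive = activation under that limit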;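 also: 0% = zVAD with DMSO and 100% = DMSO alone without zVAD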
PPC-1+TRAIL kill: kills PPC-1 cancer cells in the presence of TRAIL; PPC-1 cells + TRAIL, ATPLite viability luminescence; cell killing (% activity), % at 4 µM; 220,000 compounds, 0.41% hits;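 active = cell killing above 50% in the first pass at 4 µM, then a duplicate retest at 5 µM averaging 50% or more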;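 also: plate controls were cells with TRAIL plus DMSO for no effect and medium-only wells lacking cells for full effect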
TNF necrop inh: TNF-alpha cell death inhibition in Jurkat FADD-/- cells; activation (protection from cell death), % at 10 µM; Jurkat FADD-/- TNF necroptosis rescue, ATP luminescence, 24 h; 0 = TNF only, 100 = no-TNF cells; AID 463075; 220,000 compounds, 0.068% hits;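 active = activation, meaning protection from cell death, of at least 50% relative to plate controls; inactive = activation below 50%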;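 also: necroptosis triggered by 40 ng/mL TNF-alpha added together with compound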
EP2 antag: EP2 receptor (human) inhibition | inhibition, % at 25 µM | 260,000 compounds, 0.52% hits | C6 glioma cells expressing human EP2, cAMP TR-FRET; cells stimulated with saturating PGE2 | AID 1422 | P43116;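 active = percent inhibition above 40 after rounding to a whole number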;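 also: rat C6 glioma host cells with rolipram phosphodiesterase inhibitor present; the protocol text gives 20 µM as final concentration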
Target sequence (P43116 whole entry, looked up): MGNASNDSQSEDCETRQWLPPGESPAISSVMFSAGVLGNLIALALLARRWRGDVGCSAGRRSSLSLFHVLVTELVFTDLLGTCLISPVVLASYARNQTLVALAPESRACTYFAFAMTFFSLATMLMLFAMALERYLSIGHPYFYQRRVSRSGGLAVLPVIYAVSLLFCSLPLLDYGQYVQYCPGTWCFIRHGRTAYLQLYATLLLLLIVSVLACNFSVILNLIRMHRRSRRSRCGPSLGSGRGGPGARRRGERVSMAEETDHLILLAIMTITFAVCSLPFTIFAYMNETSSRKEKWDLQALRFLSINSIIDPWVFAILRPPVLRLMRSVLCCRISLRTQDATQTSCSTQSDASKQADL
Wee1 degr inh: human Wee1 degradation inhibition, primary screen; 220,000 compounds, 1.2% hits; reporter increase, % at 5 µM; HeLa Luc-Wee1K328M stability, luciferase luminescence; 100% = proteasome inhibitor MG132 effect;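 active = activation above the mean of all tested compounds plus 3 SD, set per screening run, cut at about 8.8% in these data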;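 also: cells exposed to compound for 20 h before luminescence read; 0% = DMSO alone and 100% = MG132 at 30 µM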
Target sequence (P30291 whole entry K328M): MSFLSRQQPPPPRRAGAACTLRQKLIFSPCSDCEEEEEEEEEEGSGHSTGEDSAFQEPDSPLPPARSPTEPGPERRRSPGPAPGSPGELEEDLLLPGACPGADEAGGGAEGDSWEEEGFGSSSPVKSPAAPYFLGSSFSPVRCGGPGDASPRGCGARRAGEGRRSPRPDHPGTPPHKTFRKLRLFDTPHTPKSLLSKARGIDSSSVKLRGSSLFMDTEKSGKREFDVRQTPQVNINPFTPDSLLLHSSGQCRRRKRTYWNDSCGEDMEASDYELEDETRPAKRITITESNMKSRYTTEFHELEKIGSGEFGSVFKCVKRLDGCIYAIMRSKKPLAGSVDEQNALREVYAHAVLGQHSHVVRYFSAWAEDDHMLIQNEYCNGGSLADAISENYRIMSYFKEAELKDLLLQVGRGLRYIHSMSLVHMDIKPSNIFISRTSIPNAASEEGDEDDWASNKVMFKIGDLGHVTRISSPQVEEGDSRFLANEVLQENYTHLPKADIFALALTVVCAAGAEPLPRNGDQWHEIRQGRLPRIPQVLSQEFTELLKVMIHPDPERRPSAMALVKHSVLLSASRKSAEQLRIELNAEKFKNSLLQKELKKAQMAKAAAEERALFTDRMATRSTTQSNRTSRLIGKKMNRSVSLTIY
CHOP inh: CHOP inhibition in unfolded protein response | 220,000 compounds, 3.8% hits | CHO-K1 CHOP-promoter luciferase, tunicamycin-induced, 15-18 h | inhibition, % at 10 µM | AID 2732;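 active = compounds that reduced the stress-induced luciferase reporter signal by more than about 70% of percent inhibition, limit read from the data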;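 also: 0% = tunicamycin plus vehicle and 100% = wells without tunicamycin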
The depositor's hits bear a star; . = not tested or not shown; & = joins results of further samples. The list is partial (hit frequency here may not be typical).

No.	structure	FXIa inh 1536	TbHK1 inh	FXIIa inh 1536	zVAD death inh	PPC-1+TRAIL kill	TNF necrop inh	EP2 antag	Wee1 degr inh	CHOP inh
1	COc1ccc(NC(=O)c2cc(Cl)ccc2NC(=O)c2ccco2)c(OC)c1	16.8	-16.6	16.1	0.2	1.5	-0.7	11.0	3.3	26.8
2	c1ccc(-c2nnc(NC3=NCCC3)o2)cc1	2.2	5.8	.	1.9	40.2	-1.5	10.2	5.8	6.5
3	CSc1nc(C)c2c(n1)N(c1ccc(C(C)C)cc1)CC2	4.4	-0.7	6.1	3.8	7.5	-1.2	.	-1.4	21.2
4	COc1ccc(Cc2noc(CN3CCCC(C(=O)c4cccs4)C3)n2)cc1OC (stereo not given)	-0.6	-10.8	5.5	0.0	-11.0	0.4	3.7	-3.2	27.0
5	CCOC(=O)C1(Cc2ccc(OC)cc2)CCN(C(=O)CC2CCC(=O)N2)CC1 (stereo not given)	2.4	-3.3	8.9	-0.9	1.4	-0.6	4.1	-2.2	-0.6
6	COc1ccccc1NC(=O)OCC#CCOC(=O)Nc1ccccc1OC	-2.7	-8.5	2.4	0.3	21.8	2.5	6.3	0.4	2.5
7	O=C(OCc1nc2ccccc2s1)c1cnccn1	13.9	-1.1	26.9	-0.1	21.2	-2.2	7.3	0.3	-20.5
8	COCCCN=C(c1ccco1)n1c(=S)nc(-c2ccco2)n(CCCOC)c1=S	5.5	-24.4	20.1	-0.4	-2.1	-1.1	.	1.9	-2.4
9	Cc1cc(=O)oc2ccc(OC(C)C(=O)O)cc12 (stereo not given)	-11.6	-9.0	-2.9	1.2	9.7	1.8	5.8	4.5	19.2
10	O=S(=O)(NN1CCOCC1)c1ccc(Cl)s1	-1.5	-1.5	5.4	1.7	-0.5	0.0	7.2	7.0	1.5
11	O=S(=O)(Nc1nc2ccccc2[nH]1)c1ccc(Cl)cc1	-6.0	-0.6	6.0	0.1	20.3	1.3	3.6&3.3	-2.1	16.9
12	COc1ccc(-n2c(C(C)n3nc(C)c([N+](=O)[O-])c3C)n[nH]c2=S)cc1 (stereo not given)	1.9	2.9	11.1	-0.6	8.9	0.0	7.2	0.8	26.2
13	CC(OC(=O)c1ccco1)C(=O)NC1CCCCC1 (stereo not given)	3.7	4.7	14.2	0.0	-26.0	-1.9	9.5	7.5	15.2
14	CCn1nnnc1NCc1cccc(Cl)c1	2.4	-2.1	.	1.0	5.7	-0.5	6.5	4.2	7.8
15	COc1ccc(CCNC(=O)CSc2n[nH]c(C)c2[N+](=O)[O-])cc1OC	-2.9	-6.4	8.6	1.7	16.1	-1.0	9.1	1.9	-13.1
16	CNC(=O)c1sccc1S(=O)(=O)Cc1c(Cl)cccc1Cl	-9.3	-3.0	-0.4	0.3	3.5	0.6	-6.2	-0.6	23.5
17	Cc1ccc(-c2nnc3c(C(F)(F)F)nc4ccccc4n23)cc1	3.7	-1.0	16.1	0.6	21.1	-7.3	13.1	-0.5	5.1
18	CC(OC(=O)CCCc1nc2ccccc2s1)C(N)=O (stereo not given)	5.5	-5.8	14.0	0.8	0.3	1.2	19.3	1.2	2.6
19	Cc1ccc(N=c2c([N+](=O)[O-])nn(-c3ccc4c(c3)OCCO4)n2O)cc1F	-1.3	2.7	6.9	1.2	-0.1	-4.0	4.0	2.1	53.5
20	FC(F)(F)c1cc(C(F)(F)F)c2ccc(N3CCN(c4ncccn4)CC3)nc2n1	13.1	-4.2	12.9	7.2	-5.1	-5.6	4.0	-1.5	14.7
21	O=C(CSC1=Nc2ccccc2C2=NC(c3ccccc3)C(=O)N12)NCC1CCCO1 (stereo not given)	8.4	-10.5	16.7	0.6	6.7	0.2	5.8	-0.9	12.2
22	COc1cc(O)ccc1/C=N/NC(=O)c1ccc([N+](=O)[O-])cc1	-6.3	-11.8	1.7	1.7	11.7	0.5	12.5	-1.8	-15.7
23	CSc1cccc(-n2cc(-c3ccc4c(c3)OCO4)[nH]c2=O)c1	-3.2	-0.9	2.3	0.0	18.8	-9.4	9.1	2.9	3.2
24	O=C1C2N=NN(CC(=O)N3N=C(c4ccccc4)CC3c3ccc([N+](=O)[O-])cc3)C2C(=O)N1c1ccccc1 (stereo not given)	-5.2	-2.4	-5.6	0.3	22.3	1.2	8.3	-2.1	4.5
25	N#CC1CCN(c2ncccc2[N+](=O)[O-])CC1	-6.4	-9.0	3.9	0.8	23.3	1.8	17.8	-0.8	14.3

Reprinted from the part before: 2 entries; new compounds follow.
No.	structure	FXIa inh 1536	TbHK1 inh	FXIIa inh 1536	zVAD death inh	PPC-1+TRAIL kill	TNF necrop inh	EP2 antag	Wee1 degr inh	CHOP inh
24	O=C1C2N=NN(CC(=O)N3N=C(c4ccccc4)CC3c3ccc([N+](=O)[O-])cc3)C2C(=O)N1c1ccccc1 (stereo not given)	-5.2	-2.4	-5.6	0.3	22.3	1.2	8.3	-2.1	4.5
25	N#CC1CCN(c2ncccc2[N+](=O)[O-])CC1	-6.4	-9.0	3.9	0.8	23.3	1.8	17.8	-0.8	14.3
26	COc1ccc(/C=C/C(=O)Oc2ccc(/C=N\NC(=O)c3ccc(F)cc3)cc2)cc1	-5.6	-5.0	-3.4	1.1	29.2	3.4	7.0	1.5	-11.7
27	O=C(NN=C1CCCC1)c1ccccc1OCc1ccc(Cl)cc1	51.8*	12.4	27.9	0.7	3.0	-2.1	0.9	3.4	4.6
28	O=c1c2ccccc2nnn1CSc1ncnc2ccccc12	2.2	3.2	5.1	-0.2	11.3	-3.3	8.5	-2.8	-37.4
29	CNC(=S)NNC(=O)c1ccc(N(C)C)cc1	-1.0	-32.2	2.2	0.1	-11.3	2.6	5.5	0.9	-6.0
30	COc1ccccc1CNCc1cccs1	-3.5	12.0	8.4	1.5	10.3	0.5	9.2	1.0	-0.9
31	O=C(CSC(=S)N1CCSCC1)c1ccccc1	0.5	-2.3	8.8	1.2	20.6	1.2	5.3	0.0	4.3
32	Cc1ccccc1C(=O)OCCN(C)Cc1ccccc1	-1.8	4.5	9.7	0.3	13.1	-1.4	6.7	-1.2	-11.7
33	COc1cc(/C=C/C(=O)Nc2cc(C(F)(F)F)ccc2Cl)cc(OC)c1OC	5.1	-17.6	6.7	1.3	30.5	-4.8	16.4	-2.5	17.4
34	Cc1cc2nc3n(c2cc1C)CC1CC(C(=O)NCC2CC2)N(C)C31 (stereo not given)	-0.4	-8.8	3.5	0.7	14.1	5.0	6.8	.	-68.1
35	CC(C)(C)OC(=O)NCCc1nnc(S(=O)(=O)Cc2ccc(Cl)cc2Cl)o1	5.6	3.6	13.4	-0.1	19.5	-5.6	20.8	-1.9	105.8*
36	O=C(Nc1cccc(OCC(=O)N2CCOCC2)c1)C1CCCCC1	2.0	5.9	8.4	0.1	8.8	0.4	7.4	-0.5	-5.6
37	Cc1c(NC(=O)CSc2nccn2C)c(=O)n(-c2ccccc2)n1C	3.3	1.3	14.0	-0.3	14.3	0.5	4.8	-1.0	37.8
38	S=C(NCc1ccc(Cl)cc1Cl)Nc1ccccc1	-3.9	26.3	4.7	0.9	16.5	-3.6	15.8	0.8	68.4
39	CCC1C/C(=C/c2cccs2)C(=O)/C(=C/c2cccs2)C1 (stereo not given)	0.4	-2.5	8.3	.	-1.0	0.8	7.0	-3.2	30.1
40	COc1ccccc1C(=O)NCCC(=O)N1CC(=O)Nc2ccccc21	5.7	24.6	12.7	1.7	13.6	-0.1	8.6	1.2	4.0
41	COc1ccc(NC(=O)C/C(C)=N/NC(=O)c2cnccn2)cc1	-4.7	8.5	1.4	0.5	13.0	1.6	3.4	-0.8	9.5
42	Cc1ccc(SC(C)C(=O)N2CCCC2)cc1 (stereo not given)	3.9	-0.8	19.8	0.6	19.2	-0.5	10.3	-1.7	15.9
43	CCOc1ccc(/C=C2\SC(=S)N(N3C(=O)C4CC4C3=O)C2=O)cc1 (stereo not given)	-0.4	1.1	4.9	1.5	-7.9	-0.1	3.2	-2.0	24.2
44	Cc1ccc(C(=O)N/C(=C\c2ccc(Cl)cc2)C(=O)NCCCN2CCOCC2)cc1	10.1	0.9	21.5	0.7	38.0	2.9	6.4	-1.1	3.6
45	COc1ccc(N2CCN(c3ncnc4c3nnn4Cc3ccccc3Cl)CC2)cc1	20.8	-3.0	28.7	-0.2	21.0	1.3	18.9	4.8	-4.7
46	Cc1nc(CC(=O)c2ccc(O)c(C)c2O)cs1	0.6	-65.0	5.5	0.3	9.0	0.5	7.3	0.1	5.6
47	CCOCCc1nnc(NC(=O)c2cc(OC)c(OC)cc2[N+](=O)[O-])s1	-1.5	-8.2	9.9	1.3	-17.3	1.0	9.3	0.2	17.0
48	O=C(N/C(=C/c1ccc(Br)cc1)C(=O)N1CCCC1)c1cccs1	-0.6	-8.0	4.4	1.6	4.2	2.6	0.0	-1.9	-5.4
49	CC(C)(C)C(=O)C[n+]1ccc(C(N)=O)cc1	7.7	-5.8	5.4	0.5	6.5	2.2	0.6	3.2	10.1
50	CCCCc1c(O)nc2sccn2c1=O	9.3	31.8	18.0	1.4	23.9	1.5	5.7	-1.4	6.6
51	CC(C)(C)OC(=O)[C@H](Cc1ccccc1)NC(=O)c1nc[nH]c1C(=O)NCc1ccccc1	3.0	2.9	12.8	0.0	-8.7	2.8	10.6	-1.1	-16.0
52	Cc1cc(NCCCn2ccnc2)n2c(nc3ccccc32)c1C#N	-14.9	-2.6	-9.4	0.0	3.0	0.2	4.7	-1.0	5.4
53	COc1cc2ccc(=O)oc2c(CC=C(C)C)c1OC	4.0	-19.7	10.5	0.7	-7.5	0.0	10.1	.	12.7
54	C#CCNC(=O)C1=C[C@H](C2CC2)C[C@H](OCCCCO)O1	-0.5	-7.8	8.0	-0.2	9.4	0.0	9.7	-0.7	24.6
55	Cc1cc(C)nc(Sc2ncnc(N)c2[N+](=O)[O-])n1	-6.1	-16.7	-7.5	1.8	6.3	5.7	16.1	-0.5	101.7*
56	CCn1cc(C(=O)OCC(=O)NCc2ccc3c(c2)OCO3)c(=O)c2ccc(C)nc21	-2.3	-12.7	14.1	0.0	-0.9	-5.7	12.3	-1.6	64.7
